aDG glyco up – alpha-DG glycosylation activation; actives 0.22% (n = 360,000); Pro5-aDG cells, alpha-DG glycosylation AlphaScreen (IIH6); 0% Pro5, 100% B10-LARGE cell signal; activation, % at 10 µM;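 active = activation of at least 8% versus controls, or a plate z-score of at least 8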;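 note: Pro5 are CHO cells carrying HIG-tagged alpha-DG that lacks glycosylation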
H9c2 protect – myocardial damage modulation in H9c2 cells; H9c2 cardiomyocytes, H2O2 injury protection, ATPLite, 2 h; protection from H2O2 cell death, % at 20 µM; actives 0.63% (n = 360,000); AID 588492;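 active = compounds giving at least 50% protection of heart cells from peroxide-induced death in the single-dose screen, raw or plate-pattern-corrected value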;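 note: 0% = DMSO wells with peroxide and 100% = DMSO wells without peroxide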
CaV13 FRET inh – Primary screen for inhibitors of IQ motif and Ca2+-dependent inactivation inhibitor domain binding in CACNA1D, Förster resonance energy transfer in living cells, …. HEK cells, CFP/YFP FRET ICDI-IQ, plate reader, 10 min; percent FRET-ratio fall versus neutral wells. inhibition, % at 12.3 µM. actives 0.098% (n = 340,000). AID 743397;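 active = mean replicate inhibition of at least 30% and at least 1% of replicates passing that level; inconclusive = only one of the two criteria is met; inactive = neither criterion is met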;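 note: 0% = median of the neutral control wells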
N-glyco inh – N-linked glycosylation inhibition. D54 ERlucT glycosylation luciferase reporter, 24 h; percent of 100 nM tunicamycin response. reporter increase, % at 12.5 µM. actives 0.23% (n = 360,000). AID 588692;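 active = mean luciferase reporter signal, scaled so untreated is 0 and the glycosylation-blocking control 100, at or above a set limit in every replicate; inconclusive = mean reaches the limit but not every replicate does; inactive = mean below the limit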;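 note: luciferase carries N-glycosylation sites so blocking glycosylation raises the light; 0% = median of neutral control wells and 100% = median of 100 nM tunicamycin wells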
Vif inh – HIV Vif inhibition | HEK293T cells, Vif self-association by quenched fluorescence, imaging, 24 h | inhibition, % at 7.49 µM | actives 0.35% (n = 340,000) | AID 602346; in the data active = inhibition above about 50%, passing the limit was not always enough; inconclusive = no clear call, values can overlap the other calls; inactive = below about 31%; note: some results filed as inactive read as strong as hits
m5-HT2A agonist – activates the mouse 5-HT2A serotonin receptor; CHO-K1 mHTR2A beta-arrestin complementation, luminescence; percent of 30 µM serotonin response; activation, % at 7.6 µM; actives 0.66% (n = 360,000); AID 624169;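 active = activation above a run cutoff, the mean activation of all tested compounds plus 3 SD, cut at about 14% in these data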;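 note: 0% = plate median of compound wells and 100% = 30 µM serotonin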
ABCB6 inh MLPCN – inhibitors of human ABC transporter ABCB6. actives 0.19% (n = 360,000). Q9NP58. fluorescence ratio to DMSO, % at 10 µM. AID 602162. K562-ABCB6 porphyrin accumulation, flow cytometry, 1 h; hits give low values;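 active = fluorescence ratio to DMSO below 75%, the collection mean minus 3 SD; inconclusive = too few cells collected in the well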;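 note: signal is porphyrin accumulated inside mitochondria; 100% equals median channel fluorescence of DMSO control wells; lower ratio means ABCB6 inhibition with less porphyrin fluorescence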
MC4R barr agon – activates human MC4R beta-arrestin recruitment; P32245; U2OS MC4R beta-arrestin complementation, luminescence; percent of melanotan II response, DMSO zero; activation, % at 8.9 µM; actives 0.98% (n = 360,000);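 active = activation above a per-plate cutoff, the mean activation of sample wells on that plate plus 3 SD, cut at about 8% in these data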
Target sequence (P32245 whole entry, looked up): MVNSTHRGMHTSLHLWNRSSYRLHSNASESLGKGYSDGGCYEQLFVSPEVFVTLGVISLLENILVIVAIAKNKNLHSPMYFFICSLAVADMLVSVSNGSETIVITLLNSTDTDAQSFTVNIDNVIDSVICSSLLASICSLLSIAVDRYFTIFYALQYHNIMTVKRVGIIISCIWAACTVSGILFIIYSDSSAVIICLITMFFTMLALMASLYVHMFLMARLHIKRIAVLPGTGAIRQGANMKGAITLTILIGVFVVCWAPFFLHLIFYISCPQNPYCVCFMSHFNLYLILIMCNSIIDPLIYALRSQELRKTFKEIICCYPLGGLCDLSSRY
PDI inh – inhibitors of human protein disulfide isomerase; PDI insulin aggregation turbidity, A650, 90 min; actives 0.052% (n = 350,000); inhibition, % at 10 µM; P07237; AID 588391;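 active = mean inhibition across replicates of 30% or more, whatever share of single replicates reach that level; inconclusive = mean inhibition below 30% while every single replicate reaches 30%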;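 note: absorbance from insulin aggregation driven by PDI reduction with DTT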
Target sequence (P07237 whole entry, looked up): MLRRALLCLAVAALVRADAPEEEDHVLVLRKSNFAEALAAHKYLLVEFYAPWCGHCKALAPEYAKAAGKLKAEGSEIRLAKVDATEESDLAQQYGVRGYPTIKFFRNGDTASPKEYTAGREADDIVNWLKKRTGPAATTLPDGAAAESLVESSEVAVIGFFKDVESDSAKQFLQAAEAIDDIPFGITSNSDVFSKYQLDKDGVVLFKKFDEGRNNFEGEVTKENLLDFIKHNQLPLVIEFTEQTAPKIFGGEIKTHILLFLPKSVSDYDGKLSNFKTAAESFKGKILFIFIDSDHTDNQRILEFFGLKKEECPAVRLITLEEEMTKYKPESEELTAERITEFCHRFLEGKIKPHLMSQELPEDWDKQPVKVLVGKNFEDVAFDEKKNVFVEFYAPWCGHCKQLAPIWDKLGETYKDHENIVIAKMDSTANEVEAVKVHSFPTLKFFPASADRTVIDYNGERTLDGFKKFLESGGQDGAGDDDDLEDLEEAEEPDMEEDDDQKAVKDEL
MC4R antagonist – blocks human MC4R cAMP signaling | P32245 | MC4R-expressing cells, MTII-stimulated cAMP, LANCE TR-FRET | AID 540295 | inhibition, % at 6.5 µM | actives 0.48% (n = 360,000);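 active = inhibition above its plate's cutoff, the mean of tested wells on that plate plus 3 SD, cut at about 29% in these data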;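 note: 0% = Melanotan II alone and 100% = Melanotan II plus saturating MCL0020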
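Material: human MC4R-expressing U2OS cells. Probe or stimulus: Melanotan II challenge. Dosing: 6.5 µM single dose. Times: 30-min compound, 1-h challenge, 1-h detection, room temperature. Technique: TR-FRET with Eu-cAMP and labeled anti-cAMP, 671 nm. Replication: singlicate.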
An asterisk follows results filed as active; i = inactive; ? = inconclusive; / = not tested or not shown.

SMILES | aDG glyco up | H9c2 protect | CaV13 FRET inh | N-glyco inh | Vif inh | m5-HT2A agonist | ABCB6 inh MLPCN | MC4R barr agon | PDI inh | MC4R antagonist
CCN(CC)c1ccc2c(Cl)c(Br)c(=O)oc2c1 | 1.8 | -12.1 | / | -1.6 | ? | -5.3 | i | -3.3 | 10.1 | 16.4
CC12CC3(C)CC(C)(C1)CC(C(=O)Nc1nn[nH]n1)(C2)C3 | -0.3 | 3.5 | -5.2 | 4.5 | 1.7 | 13.5 | 104.0 | -1.2 | -4.3 | 16.5
Cc1ccc(-c2nn(CC(N)=O)c(=O)c3ccccc23)cc1S(=O)(=O)N(C)C | -0.1 | 3.4 | -4.3 | 0.7 | 11.6 | -3.6 | 92.0 | -1.7 | 0.3 | 7.0
O=C(CSc1ccc2nnc(-c3ccccn3)n2n1)N1CCN(c2ccccc2)CC1 | 2.4 | 15.9 | -5.5 | 0.7 | 13.8 | -1.3 | 101.0 | 0.9 | -1.8 | -2.5
O=C(NCC1CCCN(C(=O)c2cscn2)C1)c1ccc(-c2ccccc2)cc1 (stereo not drawn) | 0.0 | 3.1 | -5.2 | -0.9 | -15.3 | -3.3 | 90.0 | -0.9 | 0.0 | -0.9
Cc1cccc[n+]1CC(=O)c1ccc([N+](=O)[O-])cc1 | 0.1 | -9.3 | -5.0 | 15.0 | 33.3 | -1.5 | 98.0 | -0.9 | -5.8 | 0.6
O=C(c1cccc(S(=O)(=O)N2CCCC2)c1)N1CCN(Cc2ccccc2)CC1 | -0.2 | -0.1 | -2.1 | 3.8 | 0.4 | -4.8 | 99.0 | 0.1 | 0.7 | 7.9
CCOc1cc(/C=C2\N=C(C)OC2=O)cc(Cl)c1OCC(=O)OC | 0.0 | 14.2 | -3.7 | -0.7 | 0.9 | -1.7 | 100.0 | -0.7 | 3.4 | -0.1
O=C(CN1C(=O)c2ccccc2C1=O)Nc1ccc(-c2nc3ccccc3o2)cc1 | -0.1 | -23.7 | / | 1.2 | 14.6 | -2.7 | 103.0 | 2.9 | -2.1 | 4.5
CC(C)(C)NC(=O)COC(=O)c1ccc(F)cc1Cl | 0.0 | -6.1 | -5.5 | -0.5 | -2.1 | 1.8 | 95.0 | -1.7 | -7.0 | -3.6
CC1(C)CC(=O)C2=C(C1)N(C1CCCCC1)C(=O)C2(O)C(F)(F)F (stereo not drawn) | -0.3 | -5.3 | -5.8 | -0.4 | 4.3 | -1.6 | 103.0 | -0.4 | 0.5 | 13.1
Cc1nn(C)c(C)c1CN(C)C(=O)C1CCC(=O)N(C2CCCCCC2)C1 (stereo not drawn) | 0.0 | 4.9 | -7.1 | 1.2 | 5.2 | 4.7 | 99.0 | 0.5 | 6.6 | 0.6
CCCc1nc(SCC(N)=O)[nH]c(=O)c1CC | 0.2 | 2.5 | -4.9 | 2.7 | 3.4 | 2.7 | 92.0 | -1.6 | 7.1 | 0.9
COc1ccc(N(CC(=O)NCc2ccccc2)S(=O)(=O)c2c(C)n[nH]c2C)cc1 | -0.1 | -1.8 | -3.1 | 0.8 | -4.8 | 8.2 | 98.0 | 0.5 | 19.5 | -3.7
COc1ccc(-c2[nH]ncc2CN(C)CCc2c(C)n[nH]c2C)c(F)c1 | -0.5 | -1.1 | -4.7 | -1.4 | 3.9 | 1.9 | 98.0 | 2.0 | 1.7 | 2.2
Cc1ccc(Cl)c2c1NC(=O)C2=O | 2.1 | 18.5 | -5.2 | 5.0 | -2.0 | -5.7 | 98.0 | -1.6 | 7.9 | -3.0
COc1ccc(S(=O)(=O)N2CCOC2CNC(=O)C(=O)NCc2ccccn2)cc1C (stereo not drawn) | 0.2 | -0.1 | -5.4 | 5.2 | 0.6 | -1.6 | 97.0 | -2.1 | 20.2 | -6.0
CC(=O)c1cccc(S(=O)(=O)N2CCCC(c3nc(-c4ccc(C)o4)no3)C2)c1 (stereo not drawn) | 0.1 | 5.0 | -4.7 | -0.9 | / | -2.7 | 100.0 | -0.1 | -0.3 | 4.0
CCOc1cccc2cc(C(=O)Nc3cc(C)on3)c(=O)oc12 | 0.0 | 2.6 | -10.1 | 0.8 | 184.6 | 2.2 | 81.0 | 1.4 | -19.0 | 4.6
COc1ccc(NC(=O)CCN2C(=O)c3ccccc3S2(=O)=O)cc1 | 0.1 | -1.1 | -3.6 | 1.3 | 7.0 | -2.3 | 96.0 | 0.9 | -7.2 | -1.3
COc1ccc2cc3cc(C(=O)N(C)C4CCCCC4)oc3nc2c1 | -0.1 | -5.4 | / | -0.5 | -1.5 | -2.3 | 93.0 | -0.6 | 1.4 | -2.0
Cc1c(C(=O)NCc2cccc(C(F)(F)F)c2)sc(=O)n1Cc1ccc(C(=O)N(C)C)cc1 | -0.1 | -2.4 | 47.1* | 0.8 | -5.5 | -4.5 | 96.0 | 0.6 | -7.3 | -0.5
S=C(NCc1ccco1)NCc1ccco1 | -0.1 | -3.2 | -9.0 | 1.0 | -2.2 | -0.7 | 95.0 | -3.1 | 4.5 | 3.4
COc1ccccc1OCc1nnc(SCC(=O)N2CCCCC2)n1-c1ccccc1 | -0.2 | 2.6 | / | 0.0 | -1.6 | -3.6 | 95.0 | -0.7 | -7.8 | -0.1
CC(C)Oc1cccc(C(=O)NC(=S)Nc2cccc(C(F)(F)F)c2)c1 | 0.0 | -24.0 | -2.1 | -0.3 | -0.5 | 3.0 | 96.0 | 0.6 | 5.3 | 0.7
CCOC(=O)C1=C(C)NC2=C(C(=O)CC(C)(C)C2)C1c1coc2ccccc2c1=O (stereo not drawn) | -0.1 | 11.4 | / | -2.1 | -3.1 | 2.4 | 92.0 | -0.2 | -5.6 | 15.8
CCCc1cc(=O)oc2cc3oc(C)c(C)c3cc12 | 0.2 | -5.8 | -5.7 | 2.6 | -3.0 | -1.1 | 97.0 | 13.2* | 11.4 | 9.0
O=C(COC(=O)C1(c2ccc(F)cc2)CCCC1)N1CCOCC1 | 3.0 | 6.8 | / | 2.1 | 10.8 | 6.0 | 105.0 | -2.0 | -1.2 | -3.3
COc1cccc(CNC(=O)c2ccc(S(=O)(=O)N3CCCCC3)cc2)c1 | 0.0 | -1.9 | -7.5 | -1.6 | 9.6 | -4.8 | 100.0 | 0.2 | -1.5 | -0.1
CCOC(=O)CSc1nc2ccccc2c(=O)n1CCCCCC(=O)NCc1ccco1 | 0.5 | 4.7 | -5.4 | 2.4 | -2.5 | -0.2 | 89.0 | 0.0 | -12.1 | 6.3
Cc1noc(C)c1S(=O)(=O)N1CCN(c2ccccc2Cl)CC1 | -0.1 | -5.0 | / | 0.2 | -1.5 | -6.2 | 90.0 | -0.5 | 5.9 | 5.3
O=C(CCC1CCCN(C(=O)C2(c3ccccc3)CC2)C1)N1CCN(c2ccccn2)CC1 (stereo not drawn) | 0.3 | -1.9 | -4.9 | -2.2 | -2.5 | 4.0 | 95.0 | 1.0 | 0.7 | 0.0
CCOC(=O)N1CCC(NS(=O)(=O)c2cc(C(=O)OC)n(C)c2)CC1 | 1.0 | 6.6 | -4.7 | 0.2 | -3.8 | 7.5 | 95.0 | -0.5 | -0.8 | 2.6
COc1cc2c(cc1N/C=C(\C#N)c1nc(-c3ccc(F)cc3)cs1)oc1ccccc12 | -0.1 | 9.3 | -18.2 | 0.0 | 0.0 | 4.8 | 114.0 | -0.6 | -7.1 | 4.6
Cc1oc(-c2ccccc2F)nc1CS(=O)CC(=O)NCc1ccccc1 (stereo not drawn) | 0.0 | 7.8 | -2.1 | -0.7 | 4.4 | -1.9 | 101.0 | -1.4 | -1.2 | -6.6
CCCC(C)(C)C(=O)N1CCC1(C)C(=O)Nc1cccc2ccccc12 (stereo not drawn) | -0.3 | 2.7 | -4.4 | -2.4 | -2.3 | -7.5 | 101.0 | -0.5 | 5.2 | -1.7
COc1ccc(S(=O)(=O)NCCCN2CCCC2=O)cc1OC | -0.2 | 3.8 | -5.8 | 0.5 | 1.2 | 7.1 | 100.0 | -1.1 | -7.0 | 4.0
O=C(Nc1nc(-c2ccc(F)c(F)c2)cs1)c1cc([N+](=O)[O-])ccc1N1CCOCC1 | -0.1 | 12.2 | -3.1 | -5.0 | 9.2 | 0.3 | 99.0 | 0.7 | -20.3 | -0.2
CCc1ccc(/C=C2\SC(=S)N(CCCC(=O)Nc3ccccn3)C2=O)cc1 | 0.2 | -24.9 | / | -3.7 | 5.3 | -1.4 | 91.0 | -0.4 | -9.9 | -1.9
Cc1nnc(SCC(=O)Nc2ccc(Cl)cn2)[nH]c1=O | 0.0 | -3.6 | -6.1 | -0.1 | 0.0 | 2.8 | 95.0 | -1.7 | 0.9 | 12.2
CCN1C(=O)c2cccc3c(S(=O)(=O)Nc4ccncc4)ccc1c23 | -0.2 | 25.1 | / | 4.3 | -9.9 | -5.7 | 93.0 | 0.9 | -2.0 | -1.9
CCOC(=O)c1cc(-c2ccccc2)n(CC2CC(c3ccc(OC)cc3)=NO2)n1 (stereo not drawn) | -0.1 | 10.2 | -11.0 | 1.1 | -10.5 | 4.3 | 91.0 | 0.7 | -2.2 | 4.4
COc1cc2ccccc2cc1C(=O)OCC(=O)c1c(N)n(C)c(=O)n(C)c1=O | 0.1 | 7.6 | -4.6 | 0.1 | -0.5 | 8.3 | 96.0 | -1.7 | 12.6 | -2.1
O=C1CCCC2=C1Sc1ccc(Cl)cc1N2 | 0.0 | -4.2 | -4.5 | -2.4 | -8.3 | -7.5 | 98.0 | -0.7 | 7.9 | -16.1
O=C1CC(c2ccco2)Cc2nc(NCC3CCCO3)ncc21 (stereo not drawn) | -0.2 | -2.5 | -5.7 | 1.5 | 3.9 | -1.3 | 104.0 | -2.5 | -3.0 | -12.2
CCSc1nc2sc3c(c2c(=O)[nH]1)CCc1ccccc1-3 | -0.4 | -8.3 | -4.8 | 0.9 | 5.6 | -1.2 | 98.0 | 4.1 | -5.8 | 6.0
COc1cc(N)cc(NC(=O)c2ccncc2)c1 | 1.7 | 4.9 | / | 0.8 | 7.3 | 9.7 | 105.0 | -1.6 | -14.8 | 6.3
COc1ccccc1CNC(=O)CCC(=O)n1ncc2cc(C)ccc21 | 0.3 | 0.7 | -7.9 | -0.1 | -2.8 | 9.9 | 100.0 | -0.6 | / | 3.4

Structures listed so far that have a nitro group on carbon (two):
SMILES | aDG glyco up | H9c2 protect | CaV13 FRET inh | N-glyco inh | Vif inh | m5-HT2A agonist | ABCB6 inh MLPCN | MC4R barr agon | PDI inh | MC4R antagonist
Cc1cccc[n+]1CC(=O)c1ccc([N+](=O)[O-])cc1 | 0.1 | -9.3 | -5.0 | 15.0 | 33.3 | -1.5 | 98.0 | -0.9 | -5.8 | 0.6
O=C(Nc1nc(-c2ccc(F)c(F)c2)cs1)c1cc([N+](=O)[O-])ccc1N1CCOCC1 | -0.1 | 12.2 | -3.1 | -5.0 | 9.2 | 0.3 | 99.0 | 0.7 | -20.3 | -0.2

Bioassay records from PubChem BioAssay.
